Assay outcomes as filed in PubChem.
GAA glycogen = GAA glycogen-cleavage inhibition or activation. Potency, µM (highest dose often 76.4 µM), for the others: at the highest dose activity change, negative = inhibition, usual class: inhibitors. recombinant GAA, glycogen substrate, Amplex Red glucose oxidase fluorescence. P10253. AID 2100. 300,000 tested, 0.38% active;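 further: 0% = full enzyme reaction and -100% = no-enzyme basal signal; the screen sought inhibitors and activators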
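Recombinant enzyme (4 nM final) with compounds titrated up to 77 uM and bovine liver glycogen (30 ug) in citrate pH 5.0, 0.01% Tween-20, 37 C 40 min. Released glucose detected by Amplex Red/glucose oxidase (Ex 573/Em 610); AC50 from Hill fits.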
TexasRed fluor = counter-screen for TRb-SRC2 inhibitors: fluorescence interference. TRb/SRC2 Texas Red total fluorescence interference. Potency, µM (highest dose often 106 µM), for the others: top-dose fluorescence change, negative = quenching. 280,000 tested, 0.29% active. AID 1479; active means well fitted curve in either direction with a large enough effect; inconclusive means small, poorly fitted or top-dose-only effect
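Human TRb ligand-binding domain at 0.6 uM with 20 nM Texas Red SRC2 peptide in Tris buffer containing 1 uM T3 and 5% DMSO, incubated with compound 5 h at ambient temperature. Total fluorescence (555/632 nm) calculated as parallel + 2 × perpendicular.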
TRb-SRC2 inh = disrupts binding of human TR beta to SRC2 | P10828 | TRbeta-SRC2 peptide binding, fluorescence polarization; receptor liganded with 1 µM T3 | Potency, µM (doses to about 106 µM), without a hit: at the highest dose activity change, negative = inhibition, usual class: inhibitors | 280,000 tested, 0.065% active;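 further: plate controls were bound peptide for no effect and peptide without receptor for full effect; nearly all actives have a fitted effect of over 50% in size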
Target sequence (P10828 whole entry, looked up): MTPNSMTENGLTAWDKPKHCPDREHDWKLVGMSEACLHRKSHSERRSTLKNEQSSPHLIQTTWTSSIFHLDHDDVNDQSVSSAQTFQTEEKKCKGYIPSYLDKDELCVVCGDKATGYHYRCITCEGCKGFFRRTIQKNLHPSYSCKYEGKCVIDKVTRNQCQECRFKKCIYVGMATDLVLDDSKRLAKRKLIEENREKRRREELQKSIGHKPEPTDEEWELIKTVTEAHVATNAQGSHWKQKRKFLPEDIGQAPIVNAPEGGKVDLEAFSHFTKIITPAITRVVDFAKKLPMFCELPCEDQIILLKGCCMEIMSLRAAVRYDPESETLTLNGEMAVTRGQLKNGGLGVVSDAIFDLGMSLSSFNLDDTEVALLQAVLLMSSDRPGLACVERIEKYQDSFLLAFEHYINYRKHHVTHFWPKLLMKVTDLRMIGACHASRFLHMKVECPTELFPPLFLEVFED
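Read-out is fluorescence polarization (555 nm excitation, 632 nm emission) of a Texas Red SRC2 coactivator peptide; loss of signal reflects blocked binding to human TRb ligand-binding domain in the presence of 1 uM T3.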
An asterisk follows results filed as active; u = inconclusive; [ ] = another dose, or the depositor's remark. Unless noted, the call rests on the fitted dose curve; in most records, active means well fitted curve in the direction sought with a large enough effect; inconclusive means small, poorly fitted or top-dose-only effect, or another doubt; inactive means no such curve, though single readings can be large; an effect the other way counts as inactive or inconclusive. Unless noted, on the % scale 0 is the no-effect control and ±100 the full control effect; potency means the concentration at half of the fitted maximal effect. An excerpt; rates above refer to the full screens.

Results follow in this order: GAA glycogen | TexasRed fluor | TRb-SRC2 inh
O=C(CSc1nc(-c2ccccc2)nc2c1CCCC2)c1ccc(F)cc1
  14%[76.3 µM] | 0% | 8%
CCOc1ccc(-c2nc3c(c(CC)nn3-c3ccccc3)c3cc(OC)c(OC)cc23)cc1
  1%[76.3 µM] | 5% | -3%
CN(C)c1ccc(-c2nc3cnccn3c2Nc2cccc(C(F)(F)F)c2)cc1
  u | -4% | 3%
O=C(CSc1nc2ccccc2n1Cc1ccccc1)N1CCN(c2ccc(F)cc2)CC1
  -3%[76.3 µM] | -21% | 8%
CC1=C(C(=O)Nc2cccnc2)C(c2cccc(F)c2)n2nc(SCc3ccccc3)nc2N1 (centres undefined)
  15%[76.3 µM] | -2% | 6%
Cc1ccc(CNC(=O)Cc2c(C)c3c(cc(C)c4c(C)coc43)oc2=O)cc1
  -5%[76.3 µM] | -3% | 3%
COc1ccc(/C=C/C(=O)Nc2ccc3nc4c(c(Nc5ccc(OC)c(OC)c5)c3c2)CCCC4)cc1
  -28%[76.3 µM] | -5% | -5%
COc1cc(C)ccc1OCCSc1nc2ccc(NC(=O)c3ccc(F)cc3)cc2s1
  11%[76.3 µM] | -11% | 7%
Cc1ccc(NC(=O)CSc2nc3ccc(NC(=O)c4cccs4)cc3s2)cc1
  6%[76.3 µM] | -15% | 9%
CCOc1ccccc1CNC(=O)CCCn1nc(C)c2sc3ccccc3c2c1=O
  -12%[76.3 µM] | -1% | -2%
Cc1cccc(Oc2ccc3c(c2)Oc2ccccc2NC3=O)c1
  -4%[76.3 µM] | -1% | 3%
Cc1ccc(CN(C(=O)c2ccccc2F)c2ccccn2)o1
  -8%[76.3 µM] | 10% | -6%
CCc1ccccc1NC(=O)C1CCN(S(=O)(=O)c2ccccc2)CC1
  -12%[76.3 µM] | -3% | 0%
Cn1nc(-c2ccc(N3CCCCC3)c(NC(=O)c3ccc(Cl)cc3)c2)c2ccccc2c1=O
  18%[76.3 µM] | 0% | -1%
Cc1ccc2c(c1)N(C(=O)c1ccc(F)cc1)C(C)(C)CC2(C)c1ccccc1 (centres undefined)
  12%[76.3 µM] | -1% | -2%
CCOc1ccccc1NC(=O)c1c(NC(=O)COc2ccccc2)sc2c1CCCC2
  15%[76.3 µM] | 2% | -5%
COc1ccc(C2(N3CCN(c4cccc(C)c4C)CC3)C(=O)c3ccccc3C2=O)cc1
  -8%[76.3 µM] | 0% | -2%
Cc1cc(C)c2oc(C(=O)Nc3c(C(=O)c4ccc(F)cc4)oc4ccccc34)cc(=O)c2c1
  -3%[76.3 µM] | 9% | 4%
CCOc1ccc(OCC)c(NC(=O)Cn2nc(CC)n3c(cc4sccc43)c2=O)c1
  6%[76.3 µM] | -5% | -10%
Cc1nn(CC(=O)NCc2ccccc2Br)c(=O)c2cc3occc3n12
  u | 1% | 1%

Random excerpt: four records from the list
Results follow in this order: GAA glycogen | TexasRed fluor | TRb-SRC2 inh
Cc1cccc(Oc2ccc3c(c2)Oc2ccccc2NC3=O)c1
  -4%[76.3 µM] | -1% | 3%
Cc1nn(CC(=O)NCc2ccccc2Br)c(=O)c2cc3occc3n12
  u | 1% | 1%
Cc1ccc(CN(C(=O)c2ccccc2F)c2ccccn2)o1
  -8%[76.3 µM] | 10% | -6%
CCOc1ccc(OCC)c(NC(=O)Cn2nc(CC)n3c(cc4sccc43)c2=O)c1
  6%[76.3 µM] | -5% | -10%

Later entries
Results follow in this order: GAA glycogen | TexasRed fluor | TRb-SRC2 inh
CSc1ccc(CCNC(=O)CN2C(=O)COc3ccc(S(=O)(=O)N4CCCCCC4)cc32)cc1
  -6%[76.3 µM] | -3% | -6%
COc1ccc(C2=CC(c3ccccc3Cl)n3nc(-c4ccc(C)cc4)nc3N2)cc1 (centres undefined)
  -7%[76.3 µM] | -20% | 0%
CC1=C(C(=O)Nc2ccc(Cl)cc2)C(C(C)C)n2nc(SCc3ccc(Cl)cc3)nc2N1 (centres undefined)
  0%[76.3 µM] | 0% | -4%
CCOC(=O)N1CCC2(CC1)OC(=O)C(C)=C2C(=O)NCc1ccc(C)cc1
  -11%[76.3 µM] | 9% | 1%
Cc1ccc(NC(=O)CN(c2ccccc2)S(=O)(=O)N(C)C)cc1Cl
  -10%[76.3 µM] | 3% | 3%
CCOc1ccc2nc(Cl)c(C3CC(c4ccc(C)cc4)=NN3C(=O)CCCC(=O)O)cc2c1 (centres undefined)
  12%[76.3 µM] | u | -1%
CCOc1ccc(NC(=O)c2sc3nc4c(cc3c2N)CCCCCC4)cc1
  19%[76.3 µM] | -2% | 7%
COc1cccc(CN2C(=O)c3ccccc3C2C(=O)NCCc2ccccc2)c1 (centres undefined)
  -4%[76.3 µM] | 3% | 7%
COc1ccc(CC(=O)Nc2sc3c(c2C(=O)Nc2cccc(C)c2)CCCCC3)cc1
  13%[76.3 µM] | -23% | -8%
CCOC(=O)c1c(C)c(-c2ccccc2)n(CC(=O)Nc2cccc(F)c2)c1C
  8%[76.3 µM] | -15% | 4%
COc1ccc(OC)c(CNc2ncnc3c2nc2n3CCCC2)c1
  -7%[76.3 µM] | 3% | 3%
Cc1ccc(NC(=O)Cn2c(=O)c3ccc(Cl)cc3n3nncc23)cc1
  -11%[76.3 µM] | -6% | 1%
CC(C)c1ccc(NC(=O)C(Cc2ccccc2)NS(=O)(=O)c2ccc3c(c2)CCC(=O)N3)cc1 (centres undefined)
  -2%[76.3 µM] | -1% | -9%
COc1cc(C2NC(=O)c3c(sc4c3CCN(C)C4)N2)cc(OC)c1OC (centres undefined)
  -13%[76.3 µM] | 9% | -6%
O=C(NCc1ccccc1)c1ccc(CS(=O)(=O)c2c(Cl)cccc2Cl)o1
  18%[76.3 µM] | -20% | 1%
CN(Cc1ccccc1)c1nnc(NC(=O)Nc2cccc(Br)c2)s1
  -25%[76.3 µM] | -2% | -5%
COc1ccc(N(Cc2cccs2)C(=O)c2ccc(Br)o2)cc1
  7%[76.3 µM] | -3% | -6%
O=C(Nc1ccc(S(=O)(=O)N(Cc2ccccc2)c2ccccc2)cc1)c1ccc([N+](=O)[O-])cc1
  14%[76.3 µM] | -14% | 2%
CCOC(=O)c1ccc(NC(=O)CC2C(=O)N(c3ccccc3)C(=O)N2C2CCCCC2)cc1 (centres undefined)
  -14%[76.3 µM] | -3% | -1%
CCc1ccc(S(=O)(=O)c2nnn3c2nc(NCc2cccs2)c2sccc23)cc1
  -10%[76.3 µM] | -2% | 3%

Following part.
SMILES	GAA glycogen	TexasRed fluor	TRb-SRC2 inh
Cc1cc2oc(=O)cc(C)c2c2occ(-c3ccc(Cl)cc3)c12	15%[76.3 µM]	-20%	3%
CCOC(=O)C1CCN(S(=O)(=O)c2cc(Br)cc3c2N(C(=O)CC)CC3)CC1	0%[76.3 µM]	0%	0%
Cc1cc(C)cc(NC(=O)Cn2c(=O)c3ccccc3n3nncc23)c1	6%[76.3 µM]	0%	-7%
Cc1ccc(NC(=O)c2ccc3[nH]c(C)cc(=O)c3c2)c(C)c1	2%[76.3 µM]	-2%	-2%
CCc1ccc(CN(Cc2ccco2)C(=O)c2ccc(C)cc2)cc1	5%[76.3 µM]	-1%	1%
Cc1ccc(N2C(=O)C(CC(=O)Nc3ccccc3)N(CCC3=CCCCC3)C2=O)cc1 (centres undefined)	-8%[76.3 µM]	-3%	6%
CCN(CC)c1ccc(NC(=O)C2CCN(S(=O)(=O)c3cnc[nH]3)CC2)c(C)c1	18%[76.3 µM]	-1%	-1%
O=C(CC1N=C2c3ccccc3N=C(SCC(=O)Nc3ccccc3F)N2C1=O)NCc1ccc2c(c1)OCO2 (centres undefined)	-2%[76.3 µM]	-2%	-9%
COc1c(C)cc(NS(=O)(=O)c2ccc3c(c2)OCCO3)cc1C	-9%[76.3 µM]	4%	2%
COc1ccc(NC(=O)CCn2c(=O)c3cccn3c3cccnc32)cc1Cl	14%[76.3 µM]	0%	7%
Cn1c(COc2ccccc2C(C)(C)C)nc2ccccc21	-8%[76.3 µM]	-3%	0%
CC(C)CN(CC(C)C)CC(O)Cn1cc(/C=C/C(=O)c2ccccc2)c2ccccc21 (centres undefined)	9%[76.3 µM]	-3%	-10%
Cc1ccc(C)c(Cn2nc(-c3cc(C)ccc3C)ccc2=O)c1	-3%	0%	-2%
CCOC(=O)c1c(C)oc2ccc(N(C(=O)c3ccncc3)S(=O)(=O)c3ccc(F)cc3)cc12	0%[76.3 µM]	0%	-12%
COc1ccc(C(Nc2ccccn2)c2ccc3ccc(C)nc3c2O)cc1C (centres undefined)	-14%[76.3 µM]	-2%	7%
Cc1ccc(C(=O)COC(=O)CCC(=O)Nc2ccc(Oc3ccccc3)cc2)cc1	-5%[76.3 µM]	-1%	6%
CCCCNc1nc(Oc2ccc(=O)n(C)n2)nc(N(C)C)n1	4%[76.3 µM]	-1%	-1%
COc1ccc(CNc2nc(-c3ccc(OC)c(OC)c3)cc(C(F)(F)F)n2)cc1	-16%[76.3 µM]	1%	-1%
Cc1ccc(-n2c(-c3ccco3)nc3c(cnn3-c3ccccc3Cl)c2=O)cc1	1%[76.3 µM]	-1%	-5%
O=C(O)Cc1sc(Nc2ccccc2)nc1-c1ccccc1	u	-5%	7%
COC(=O)c1cccnc1-n1c(=O)c2cccnc2n(CC(=O)Nc2c(C)cc(C)cc2C)c1=O	0%[76.3 µM]	-2%	2%
CCOC(=O)c1cc(-c2ccc(C)cc2)n(CCC(=O)NCc2ccccc2)c1C	-7%[76.3 µM]	5%	-10%
CCOc1ccc(NC(=O)Cn2nc(CC)n3c(cc4sccc43)c2=O)cc1	16%[76.3 µM]	3%	-8%
COc1cc(OC)c(NC(=O)N2CCOc3ccc(C)cc32)cc1Cl	14%[76.3 µM]	-21%	0%

Reprinted from the part before: 4 entries, followed by the next part.
SMILES	GAA glycogen	TexasRed fluor	TRb-SRC2 inh
COC(=O)c1cccnc1-n1c(=O)c2cccnc2n(CC(=O)Nc2c(C)cc(C)cc2C)c1=O	0%[76.3 µM]	-2%	2%
CCOC(=O)c1cc(-c2ccc(C)cc2)n(CCC(=O)NCc2ccccc2)c1C	-7%[76.3 µM]	5%	-10%
CCOc1ccc(NC(=O)Cn2nc(CC)n3c(cc4sccc43)c2=O)cc1	16%[76.3 µM]	3%	-8%
COc1cc(OC)c(NC(=O)N2CCOc3ccc(C)cc32)cc1Cl	14%[76.3 µM]	-21%	0%
CC(C)CC1Nc2ccc(C(=O)NCCCOC(C)C)cc2NC1=O (centres undefined)	u	-6%	4%
O=C(Nc1ccc(OC(F)(F)F)cc1)C(NS(=O)(=O)c1cccc2nsnc12)c1ccccc1 (centres undefined)	5%[76.3 µM]	-3%	-1%
CC(=O)N1CCc2c(sc3c2c(=O)n(CCc2ccccc2)c(=O)n3CC(=O)Nc2ccc(C)c(F)c2)C1	-12%[76.3 µM]	-3%	1%
COc1ccc2nc3oc(C(=O)NCc4ccccc4OC)cc3cc2c1	17%[76.3 µM]	-1%	-4%
Cc1cccc(OCCSc2nc3ccc(NC(=O)COc4ccccc4)cc3s2)c1	-13%[76.3 µM]	u	5%
Cc1ccc(-n2ncc3c(=O)n(Cc4cccc(Cl)c4)cnc32)cc1C	-9%[76.3 µM]	-2%	3%
CCc1ccc(CNC(=O)c2cc(-c3ccc(Cl)s3)nc3ccccc23)cc1	6%[76.3 µM]	-12%	4%
CC(=O)Nc1cccc(NC(=O)CSc2cn(CC(=O)N(C(C)C)C(C)C)c3ccccc23)c1	15%[76.3 µM]	-2%	-14%
COc1cc(NC(=O)Cn2nc(-c3ccc(C)c(C)c3)ccc2=O)cc(OC)c1	-2%[76.3 µM]	-2%	-4%
COc1cc(-c2nc3cccc(C)n3c2Nc2ccc3c(c2)OCCO3)ccc1O	u	-4%	-10%
COc1ccc(C(=O)Nc2cc(-c3nc4ccccc4s3)ccc2OC)cc1	8%[76.3 µM]	-14%	6%
CCOc1ccccc1NC(=O)N1CCN(C)c2ncccc21	-11%[76.3 µM]	0%	4%
Cc1ccc(CCNC(=O)C2CCCN(S(=O)(=O)c3ccc4c(c3)oc(=O)n4C)C2)cc1 (centres undefined)	12%[76.3 µM]	0%	-2%
CCN(CC)S(=O)(=O)c1ccc2c(c1)N(CC(=O)Nc1c(C)cccc1C)C(=O)CO2	23%[76.3 µM]	-16%	1%
Cc1cc(=O)n2nc(N3CCC(C(=O)NCc4ccc(Cl)cc4)CC3)sc2n1	11%[76.3 µM]	-2%	0%
